Pol kappa inh – DNA polymerase kappa (human) inhibition | Q9UBT6 | purified Pol kappa, fluorescent DNA synthesis assay, 10 min | Potency, µM (highest dose often 107 µM), inactives show top-dose activity, negative = inhibition, hits mostly inhibitors | 0.53% of 400,000 active; also: potency is read from the fitted curve at half-maximal effect; % is scaled to controls: 0 for no effect and ±100 for the full control effect
Target sequence (Q9UBT6 whole entry, looked up): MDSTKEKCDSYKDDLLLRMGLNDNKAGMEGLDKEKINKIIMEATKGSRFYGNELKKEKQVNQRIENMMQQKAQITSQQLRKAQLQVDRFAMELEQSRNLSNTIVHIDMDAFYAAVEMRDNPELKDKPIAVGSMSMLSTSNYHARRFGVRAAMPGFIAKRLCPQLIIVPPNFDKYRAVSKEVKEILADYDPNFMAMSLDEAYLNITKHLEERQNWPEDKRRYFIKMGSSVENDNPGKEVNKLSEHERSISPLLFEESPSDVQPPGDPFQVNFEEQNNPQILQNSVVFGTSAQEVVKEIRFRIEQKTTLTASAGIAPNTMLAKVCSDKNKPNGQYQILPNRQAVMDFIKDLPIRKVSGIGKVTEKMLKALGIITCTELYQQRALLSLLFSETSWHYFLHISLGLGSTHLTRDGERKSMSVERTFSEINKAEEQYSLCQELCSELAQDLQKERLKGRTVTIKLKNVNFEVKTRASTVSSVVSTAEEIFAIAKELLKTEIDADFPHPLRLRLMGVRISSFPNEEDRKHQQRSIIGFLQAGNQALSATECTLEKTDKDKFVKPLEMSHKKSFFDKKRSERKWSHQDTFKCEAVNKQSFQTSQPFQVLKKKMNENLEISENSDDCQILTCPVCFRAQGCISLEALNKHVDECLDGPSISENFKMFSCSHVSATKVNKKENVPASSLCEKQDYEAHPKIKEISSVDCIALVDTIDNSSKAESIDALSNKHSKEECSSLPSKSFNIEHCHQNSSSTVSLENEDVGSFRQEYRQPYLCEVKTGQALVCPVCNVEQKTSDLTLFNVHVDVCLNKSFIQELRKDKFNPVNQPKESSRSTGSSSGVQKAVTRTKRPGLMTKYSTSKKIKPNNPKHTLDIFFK
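Pol kappa 10 nM + cpd, 15 min RT; start w/ substrate 50 nM final; fluorescence kinetic read, 0 and 10 min. Neg ctrl: buffer, no enzyme.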
Anesthetic bind – binds horse apoferritin like a general anesthetic | P02791 | apoferritin/1-aminoanthracene competitive binding, fluorescence | Potency, µM (doses to about 77.5 µM), for inactives: at the top dose activity change, negative = displacement, usual class: inhibitors | 0.074% of 350,000 active | AID 485281; also: potency is read from the fitted curve at half-maximal effect; % is scaled to controls: 0 for no effect and ±100 for the full control effect; nearly all actives have a fitted effect of over 20% in size
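Apoferritin-based anesthetic binding model; compound displacement of fluorescent 1-AMA measured as endpoint fluorescence after 10 minutes at room temperature, scaled to free-ligand and complex controls.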
APEX1 inh – blocks human APE1 abasic DNA cleavage; AID 2517; 0.35% of 350,000 active; Potency, µM (top dose mostly 65.8 µM), without a hit: at the highest dose activity change, negative = inhibition, most hits filed as inhibitors; P27695; recombinant APE1, TAMRA/BHQ-2 abasic DNA cleavage fluorescence;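 also: potency is read from the fitted curve at half-maximal effect; plate controls were vehicle for no effect and reference inhibitor for full effect; nearly all actives have a fitted effect of over 55% in size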
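Incision of a quenched TAMRA/BHQ-2 THF abasic-site duplex (50 nM) by 0.75 nM APE1, after 15 min compound preincubation, measured as fluorescence increase over three 60 s reads. Values normalized to buffer, DMSO and NSC13755 control wells.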
12-LOX inh – inhibitors of human 12S-lipoxygenase ALOX12; purified 12hLO, xylenol orange hydroperoxide absorbance; Potency, µM (series often up to 108 µM), for the others: at the top dose activity change, negative = inhibition, most hits filed as inhibitors; 1.1% of 580,000 active; also: potency is read from the fitted curve at half-maximal effect; % is scaled to controls: 0 for no effect and ±100 for the full control effect
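Hydroperoxide product was detected by ferrous iron/xylenol orange as the 573 to 405 nm absorbance ratio. Arachidonic acid at 40 uM (final) was turned over for 30 min at room temperature by 150 nM human 12hLO, pH 7.0 Hepes buffer, after 15 min compound preincubation.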
POLB inh – DNA polymerase beta (human) inhibition; Potency, µM (titrated, usually from 114 µM), for inactives: top-dose activity change, negative = inhibition, usual class: inhibitors; P06746; 1.3% of 340,000 active; Pol beta primer extension/strand displacement, fluorescence kinetic; also: potency is read from the fitted curve at half-maximal effect; % is scaled to controls: 0 for no effect and ±100 for the full control effect
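Kinetic readout of DNA synthesis with strand displacement by Pol beta. Compound and 10 nM enzyme sit 15 min at room temperature; 50 nM substrate starts the reaction, read immediately and at 10 min.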
LDHA block – LDHA (human) enzyme inhibition; P00338; purified LDHA, NADH/diaphorase-resazurin fluorescence; hits give low values; activity change, % (values are at about 110 or 230 µM); 0.15% of 480,000 active; in the data active = activity change below about -30%; inconclusive = mostly about -25% to -30%;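 also: plate controls were DMSO wells for no effect and wells without enzyme for full effect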
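Resorufin fluorescence (ex540/em590), read at 0 and 20 min after diaphorase/resazurin addition, reports the NADH left after a 5 min room-temperature reaction of 2 nM human LDH5 with 0.06 mM NADH and 0.2 mM pyruvate.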
Pol eta inh – DNA polymerase eta (human) inhibition | AID 588591 | 1.2% of 390,000 active | recombinant Pol eta, fluorescent DNA replication assay | Potency, µM (series often up to 114 µM), for inactives: top-dose activity change, negative = inhibition, most hits filed as inhibitors | Q9Y253; also: potency is read from the fitted curve at half-maximal effect; % is scaled to controls: 0 for no effect and ±100 for the full control effect
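Pol eta at 10 nM preincubated with compounds 15 min at room temperature; reaction started with fluorescent substrate (50 nM final) and read kinetically at 0 and 10 min.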
RGS4 inhibitor – blocks human RGS4-accelerated GTP hydrolysis; P49798; Transcreener GDP fluorescence polarization, RGS4-accelerated GTP hydrolysis; Potency, µM (titrated, usually from 114 µM), without a hit: at the highest dose activity change, negative = inhibition, usual class: inhibitors; 0.039% of 390,000 active; AID 504845; also: potency is read from the fitted curve at half-maximal effect; % is scaled to controls: 0 for no effect and ±100 for the full control effect; nearly all actives have a fitted effect of over 75% in size; some results filed as inactive show a strong effect at the top dose
Target sequence (P49798 whole entry, looked up): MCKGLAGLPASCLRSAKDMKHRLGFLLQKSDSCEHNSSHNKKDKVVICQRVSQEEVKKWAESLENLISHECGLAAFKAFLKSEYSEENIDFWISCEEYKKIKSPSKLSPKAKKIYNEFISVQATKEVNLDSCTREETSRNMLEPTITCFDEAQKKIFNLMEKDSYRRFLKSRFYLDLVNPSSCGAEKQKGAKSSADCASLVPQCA
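MLSMR compounds (23 nl, pin-transferred) preincubated 10 min at room temperature with a 500nM (2x) first reagent, then RGS4 at 900nM (2x) plus Transcreener GDP mix added; fluorescence polarization (620/688 nm) read before and after 90 min at 30 °C.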
ERG Ets-DNA blk – inhibitors of human ERG Ets domain-DNA interaction. P11308. fluorescence polarization, His-ERG Ets domain / labelled DNA. Potency, µM (doses to about 76.9 µM), for the others: at the top dose FP activity, negative = inhibition, hits mostly inhibitors. 0.028% of 370,000 active. AID 624246; active = well fitted inhibition curve with a large enough effect in the polarisation, with a control signal flat; inconclusive = small, poorly fitted or top-dose-only effect, or effect the other way, or a change in a side signal; inactive = no such curve, though single readings can be large or run the other way; the % refers to the polarisation;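 also: polarization taken with two DNA probes labelled with fluorescein and Texas red; potency is read from the fitted curve at half-maximal effect; % of control where 0% means no effect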
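His-tagged ERG Ets domain (1 uM in the protein solution; 300mM KCl, 50mM Tris-HCl, 1mM EDTA, 1mM DTT, pH 7.5) received compound, then a probe mix of 5 nM fluorescein-DNA and 100nM Texas-615-DNA. Fluorescence polarization was read for both dyes.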
Starred values were filed as active, the others as inactive; ? = inconclusive; . = not tested or not shown; & = joins results of further samples; [ ] = dose if it differs, or a comment. Unless noted, calls follow the shape of the dose curve; as a rule, active = well fitted curve in the direction sought with a large enough effect; inconclusive = small, poorly fitted or top-dose-only effect, or another doubt; inactive = no such curve, though single readings can be large; an effect the other way counts as inactive or inconclusive. Only part of the results is shown. The share of hits here may be higher or lower than overall.

Each structure is followed by: Pol eta inh, ERG Ets-DNA blk, RGS4 inhibitor, 12-LOX inh, POLB inh, Pol kappa inh, Anesthetic bind, LDHA block, APEX1 inh
- COc1cc(/C=C2/SC(=S)N(CC(=O)O)C2=O)ccc1OC(=O)c1ccco1
  -1%, 125%[activator], ?, ?, 2%, -7%, -19%, -9, 31%
- CCCN1CCN(S(=O)(=O)c2ccc3c(c2)NC(=O)C(C)S3)CC1 (centres undefined)
  -11%, -7%, 21%, -7%, 7%, 9%, 2%, 2, 58%[activator]
- CCc1ccccc1N(CC(=O)NCc1ccco1)C(=O)CCC(=O)Nc1ccccn1
  -15%, ?, -20%, 13%, 6%, 1%, -8%, -4, 20%
- Nc1nc(NCC2CCCO2)nc(Nc2ccc(F)cc2)c1[N+](=O)[O-] (centres undefined)
  -19%, -3%, -28%, -11%, 8%, -10%, -9%, -3, 17%
- CC1CCN(CC(=O)NCCc2ccc(F)cc2)CC1
  -11%, -4%, -24%, ?, -30%, -5%, -8%, -10, -3%
- Cc1nn2c(=O)cc(COC(=O)c3cccc(NC(=O)COc4ccccc4Cl)c3)nc2s1
  -6%, 8%, -26%, -16%, ?, -9%[60.1 µM], -11%, -17, .
- O=C(O)CCC(=NNC(=O)c1cccc(S(=O)(=O)N2CCCCC2)c1)c1ccccc1
  -19%, -3%, 13%, 27%, ., 3%, ., -1, 50%[activator]
- CCOc1ccc(-c2cc(CCCC(=O)Nc3cccc(OC)c3)no2)cc1
  -18%, -15%, 9%, 21%, 1%, -4%, -19%, -5, 3%
- C=CCC1(CC=C)CCCN1C(=O)c1cc(COc2ccc(-n3cncn3)cc2)on1
  -10%, -11%, 9%, 2%, 0%, -5%, ?, 1, -9%
- CC(c1ccccc1)N1C(=O)c2ccc(C(=O)Nc3ccccc3C(=O)O)cc2C1=O (centres undefined)
  -24%, 1%, 21%, ?, 3%, -18%, -6%, -4, ?
- Cc1nc(C)c(CCNS(=O)(=O)c2ccc(F)cc2)s1
  2%, 1%, 10%, -17%, 7%, -7%[60.1 µM], 7%, -9, .
- CC(C)(C)OC(=O)N1CCC(NC(=O)c2[nH]cnc2C(=O)Nc2ccc(Cl)cc2)CC1
  -6%, -4%, 32%, -16%, ., -9%, ., 2, 12%
- Cc1cccc(C)c1OCC(=O)NCc1ccccc1
  -9%, -1%, 5%, -6%&0%, 21%, 9%, 1%, 0&-2, -4%
- CN(Cc1ccccc1)S(=O)(=O)c1nnc(NC(=O)c2ccccc2Cl)s1
  -11%, -6%, 12%, -14%, 7%, 8%, -11%, 1, .
- CC(Sc1nc(-c2ccccc2)cc(C(F)(F)F)n1)C(=O)NCCN1CCOCC1 (centres undefined)
  -5%, 0%, 3%, 24%, 28%, 6%, -5%, -2, 0%

Two compounds drawn at random from those above:
Each structure is followed by: Pol eta inh, ERG Ets-DNA blk, RGS4 inhibitor, 12-LOX inh, POLB inh, Pol kappa inh, Anesthetic bind, LDHA block, APEX1 inh
- Cc1cccc(C)c1OCC(=O)NCc1ccccc1
  -9%, -1%, 5%, -6%&0%, 21%, 9%, 1%, 0&-2, -4%
- COc1cc(/C=C2/SC(=S)N(CC(=O)O)C2=O)ccc1OC(=O)c1ccco1
  -1%, 125%[activator], ?, ?, 2%, -7%, -19%, -9, 31%

Carrying on.
Each structure is followed by: Pol eta inh, ERG Ets-DNA blk, RGS4 inhibitor, 12-LOX inh, POLB inh, Pol kappa inh, Anesthetic bind, LDHA block, APEX1 inh
- CC(=O)NC(=O)c1ccc(-c2ccc(Cl)cc2)o1
  9%, -1%, 13%, 7%, 12%, -11%, -1%, -5, -3%
- Cc1ccc(-n2nnnc2-c2cccc(C)c2)cc1
  -24%, 1%, -42%, -9%, -7%, -12%, -11%, -2, 2%
- O=C1/C(=C/c2cccs2)SC(=S)N1CCC(=O)N1CCCCC1CCO (centres undefined)
  -4%, 24%, 16%[11.4 µM], ?, 7%, 5%, ?, 1, 32%
- O=C(Nc1cccc2ncccc12)c1ccc(-c2ccc(Br)cc2)o1
  -12%, -13%, -22%, ?, -4%, -3%, ?, 9, -10%
- CC(C)(C)c1ccc(C(=O)NC(=S)NNC(=O)COc2ccccc2)cc1
  -11%, 4%, ?, 32µM*, 7%, 2%, -16%, 0, 0%
- COC(=O)Cc1c(C)c2ccc3c(c2oc1=O)CN(Cc1ccc(C)cc1)CO3
  -11%, -4%, 2%, -1%, 27%, 15%, ., 4, .
- CCN(C(=O)COC(=O)Cn1c(=O)oc2ccccc21)c1c(N)n(Cc2ccccc2)c(=O)[nH]c1=O
  -7%, 1%, -6%, -2%, ., 0%, ., -3, .
- COc1cc(C2=NOC(C(=O)N3CCOCC3)C2)cc(OC)c1OC (centres undefined)
  -10%, 2%, -13%, ?, 17%, 1%, -7%, -3&-6, 10%
- COCCOC(=O)c1c(NC(=O)CNC2CCCc3ccccc32)sc(C(N)=O)c1C (centres undefined)
  -7%, -10%, 22%, 22%, 6%, -9%, -1%, -10, -1%
- NC(=O)c1ccc2nc(NC(=O)c3ccc(N)cc3)sc2c1
  -29%, 13%, 4%, -10%, -22%, -18%, -11%, -6, -4%
- CCCCC1OC2(C)OC(=N)C1(C#N)C(C#N)(C#N)C2c1ccccc1 (centres undefined)
  -5%, ., 4%, ?, 12%, -30%, 285%[activator], 8, 5%
- CC(C)(C)C(=O)Nc1ccc(S(=O)(=O)N2CCCC2)cc1
  -10%, -3%, -28%, 0%, 23%, 0%, 0%, -2, 1%
- Cn1c2ccccc2c2c(C(=O)N3CCN(C(=O)c4ccco4)CC3)cn(C3CCCCC3)c(=O)c21
  -5%, 6%, -10%, 30%[activator], 21%, -4%, -18%, -2, 3%
- CC(C(=O)O)N(C(=O)c1ccccc1)c1ccc(F)cc1 (centres undefined)
  1%, 8%, 2%, -2%, -15%, -7%, -3%, -10, -2%
- c1ccc2nc(NN=C3CCCCC3)ccc2c1
  -11%, 2%, 3%, ?, ., -13%, ., 4, .
- COc1ccc(CCNC(=O)Cn2c(-c3nonc3N)nc3ccccc32)cc1OC
  11%, 3%, -18%, -16%, 1%, 7%, -18%, -2, -1%
- COc1ccc2nc(C(F)(F)Cl)c(C#N)c(N)c2c1
  -8%, 5%, -8%, -77%, 15%, -13%, -14%, 1, -1%
- Cc1cccc(N2CCN(C(=O)c3cc4ccccc4oc3=O)CC2)c1C
  -6%, -4%, 14%, -1%, 0%, -14%, -15%, -16, -3%
- COc1cc(NC(=O)COc2cccc(OC)c2)cc(OC)c1
  -12%, ., -2%, -10%, -3%, -4%, -15%, -1, 3%
- Cc1[nH]n(-c2ccc([N+](=O)[O-])cc2)c(=O)c1C=NCCN1CCN(C(=O)c2ccccc2F)CC1
  -7%, 5%, 11%, 7%, 27%, -1%, -11%, -10, 1%
- CN1CCN(c2nc3ccccn3c(=O)c2C=C(C#N)C#N)CC1
  -5%, 3%, -2%, ?, -2%, -19%, -3%, -5, 30%
- CN(C(=O)/C=C/c1ccccc1)C1CCS(=O)(=O)C1 (centres undefined)
  -12%, 6%, -28%, 3%, -6%, 7%, -5%, -1, 4%
- Cc1occc1C(=O)NCc1ccccn1
  15%, -13%, 43%, 4%, 2%, -4%, 1%, -10, -1%
- CCOC(=O)c1cc(C)sc1/N=C/C1C(=O)CC(C)(C)CC1=O
  -13%, 4%, -8%, -19%, 31%, 3%, -7%, -2, -2%
- O=C(NCc1ccccn1)c1c(-c2ccccc2)sc2ccccc12
  7%, -7%, 24%, -2%, ., -9%, ., 13, 12%
- Cc1ccc(N(CC(=O)NC(C)(C)C)C(=O)CNC(=O)c2cccs2)cc1C
  -9%, 7%, 0%, -4%, 9%, -10%, -8%, -16, -3%
- O=C(c1ccccc1F)N(Cc1cccs1)C1CCS(=O)(=O)C1 (centres undefined)
  -17%, -3%, -8%, -3%, -23%, 0%, -5%, -9, 6%
- Cc1coc2c(C)c3oc(=O)c(CCC(=O)NCCc4ccccc4)c(C)c3cc12
  7%, -6%, 11%, -14%, -3%, -3%, -14%, -2, .
- CCOC(=O)c1sc(NC(=O)C(CC)OC(=O)c2ccco2)nc1C (centres undefined)
  -23%, 12%, -3%, -23%, -10%, -2%, 3%, -1, 7%[12.4 µM]
- CN(C)/N=C/c1ccc(/C=N/NC(N)=S)o1
  -14%, -3%, -39%, -6%, 14%, -9%, -6%, 2, -2%
- O=C(CNc1ccccc1)Nc1ccc(F)cc1
  -13%, 3%, -6%, -3%, 64%, -5%, -4%, 6, -6%
- CCOc1ccc(Cn2c(CNS(=O)(=O)c3ccc([N+](=O)[O-])cc3)nc3cccnc32)cc1
  -20%, 5%, -15%, ?, -10%, -5%[60.1 µM], -12%, 2, .
- COc1ccccc1C1C(C#N)=C(N)N(N(C)C)C2=C1C(=O)CC(C)(C)C2 (centres undefined)
  2%, -5%, 19%, 0%, 22%, -5%, -7%, -20, 3%
- Cc1[nH]n(C(N)=S)c(=O)c1N=Nc1ccc(S(=O)(=O)N2CCCC2)cc1
  -4%, -1%, -38%, ?, ?, -12%, ?, -5, -1%
- O=C(c1cccs1)N1CCCC(c2nc3c(nnn3Cc3cccc(Cl)c3)c(=O)[nH]2)C1 (centres undefined)
  -11%, -9%, -5%, ?, -8%, 4%, -10%, -12, 18%[12.4 µM]
